AI-2 QS mod: modulators of Vibrio harveyi AI-2 quorum sensing system | Vibrio harveyi JMH597 AI-2 luminescence/OD600 ratio, 9 h; active compounds read low; strain lacks LuxN and CqsS sensors; 0 = neutral-control median | activity change, % at 7.5 µM | 300,000 compounds, 0.4% hits; in the data active = activity change below about -75%, passing the limit was not always enough;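 note: luminescence divided by OD600 gain over 9 h not by final OD600 alone; inactives centre near 13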
HSF1 activator: increases HSF-1 driven luciferase reporter signal; activation, % at 9 µM; NIH3T3-HGL HSF-1 luciferase reporter, MG132, 8 h; 100% = twice DMSO control signal; AID 504408; 300,000 compounds, 1.7% hits;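 active = mean replicate activation of at least 50% with a set share of replicates each reaching 50%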;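 note: 0% = median of the neutral control wells and 100% = twice that signal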
IEC-6 tox: counter-screen for KLF5 inhibitors: cytotoxicity in IEC-6 cells; inhibition, % at 5 µM; IEC-6 cytotoxicity, luminescence viability; AID 1825; 290,000 compounds, 0.78% hits; in the data active = inhibition above about 22%;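 note: 0% = plate median of test compound wells and 100% = cytotoxic reference compound wells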
HIF activator: HIF pathway transcriptional activation. U2OS HRE-luciferase reporter, luminescence; normalized: DMSO 0%, desferrioxamine 100%. activation, % at 7.5 µM (by protocol). 300,000 compounds, 0.32% hits;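 active = mean activation of at least 10% of the iron chelator positive control signal, with at least half of replicates also reaching 10%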
GSK3A inh: human GSK-3 alpha kinase inhibition; P49840; 320,000 compounds, 0.1% hits; inhibition, % at 10 µM; AID 2650; ADP-Glo luminescence, 60 min;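 in the data active = inhibition above about 50%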;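 note: GST-tagged GSK-3 alpha with peptide substrate and 25 µM ATP; 0% = DMSO neutral wells and 100% = GW8510 positive control wells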
Target sequence (P49840 whole entry, looked up): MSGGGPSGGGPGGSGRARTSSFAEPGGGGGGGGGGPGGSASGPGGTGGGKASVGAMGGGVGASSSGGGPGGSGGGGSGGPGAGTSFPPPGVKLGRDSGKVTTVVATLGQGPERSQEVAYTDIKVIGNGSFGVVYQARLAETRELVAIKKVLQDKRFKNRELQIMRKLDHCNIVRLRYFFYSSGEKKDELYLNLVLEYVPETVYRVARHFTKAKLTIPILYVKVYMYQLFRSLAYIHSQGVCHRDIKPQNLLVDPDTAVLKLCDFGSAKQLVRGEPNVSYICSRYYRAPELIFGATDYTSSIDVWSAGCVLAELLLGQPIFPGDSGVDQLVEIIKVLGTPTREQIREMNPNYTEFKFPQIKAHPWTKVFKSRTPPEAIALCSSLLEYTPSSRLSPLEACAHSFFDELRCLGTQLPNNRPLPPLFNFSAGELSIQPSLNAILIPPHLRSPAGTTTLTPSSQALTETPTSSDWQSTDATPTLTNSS
HSF1 inh: HSF1 inhibition | activity change, negative = inhibition, % at 7.5 µM (by protocol) | 300,000 compounds, 0.77% hits | NIH3T3-HGL HSE-luciferase, MG132-induced, luminescence 8 h; active compounds read low;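 active = more than half of replicate wells show activity change below -50%, luminescence cut by over half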;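 note: luciferase reports HSF-1 transcriptional activity via heat shock element; 0% = median of DMSO wells and -100% = zero luminescence signal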
aSyn UTR inh: 5' untranslated region of α-synuclein, MLPCN primary screen; 300,000 compounds, 0.82% hits; alpha-synuclein 5'UTR reporter, inhibitor activity; inhibition, % (tested at 7.5 µM); in the data active = inhibition above about 60%;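 note: H4 neuroglioblastoma cells stably carrying SNCA 5'UTR luciferase fusion; 0% = DMSO wells and 100% = positive control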
KLF5 inhibitor: kruppel-like factor 5 inhibition | DLD-1 KLF5 promoter-luciferase reporter, luminescence | inhibition, % at 5 µM | 290,000 compounds, 0.23% hits | AID 1700;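 active = inhibition above a per-plate limit of that plate's mean compound inhibition plus 3 SD, cut at about 60% in these data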;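 note: 0% = DMSO wells and 100% = LY294002 at 200 µM; higher means less KLF5 promoter-driven luciferase light; inactives centre near -14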
HSP90 inh: blocks HSP90-mediated luciferase refolding in reticulocyte lysate; Rabbit reticulocyte lysate, luciferase refolding luminescence, 3 h; 290,000 compounds, 0.91% hits; inhibition, % at 5.6 µM; AID 1789;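 active = inhibition above the screen-wide mean plus 3 SD, computed separately per campaign, cut at about 16% in these data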;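 note: 0% = DMSO wells and 100% = 60 µM geldanamycin wells; inhibitors lower the luminescence because luciferase stays unfolded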
GSK3beta inhib: human GSK3beta kinase inhibition | P49841 | GST-GSK3beta kinase, ADP-Glo luminescence, 60 min; active compounds read low | activity score (negative = inhibition), % at 10 µM | 300,000 compounds, 0.038% hits | AID 2097;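 active = more than half of replicate wells score below -50%, meaning over 50% inhibition versus plate controls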;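 note: 0% = median DMSO wells and -100% = median GW8510 positive control wells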
Target sequence (P49841 whole entry, looked up): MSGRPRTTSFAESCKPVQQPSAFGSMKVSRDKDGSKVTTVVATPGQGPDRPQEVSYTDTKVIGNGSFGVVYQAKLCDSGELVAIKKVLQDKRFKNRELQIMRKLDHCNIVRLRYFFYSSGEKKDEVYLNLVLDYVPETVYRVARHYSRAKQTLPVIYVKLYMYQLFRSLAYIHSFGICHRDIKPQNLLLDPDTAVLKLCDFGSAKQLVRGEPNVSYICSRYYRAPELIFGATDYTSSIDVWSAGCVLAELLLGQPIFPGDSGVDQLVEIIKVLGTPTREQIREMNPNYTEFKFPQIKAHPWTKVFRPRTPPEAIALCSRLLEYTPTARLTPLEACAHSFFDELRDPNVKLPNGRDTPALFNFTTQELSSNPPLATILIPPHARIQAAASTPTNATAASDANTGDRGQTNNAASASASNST
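Assay system: GST-tagged human GSK3beta kinase, cell-free; Input: 1.6 ng GSK3beta; Medium: Tris/MgCl2 kinase buffer; Timing: 60 min enzyme reaction, room temperature; Signal: ADP-Glo luminescence quantifying ADP generated by kinase; Evaluation: score relative to plate controls; Benchmarks: DMSO neutral wells and GW8510 at 20 µM as positive.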
* marks the source's active call; other numbers are inactive results; . = not tested or not shown.

SMILES | AI-2 QS mod | HSF1 activator | IEC-6 tox | HIF activator | GSK3A inh | HSF1 inh | aSyn UTR inh | KLF5 inhibitor | HSP90 inh | GSK3beta inhib
COc1cccc(OC)c1C(=O)NC(=S)Nc1ccc2oc(=O)ccc2c1 | 25.1 | -7.5 | 3.3 | -0.2 | -2.0 | -3.0 | 4.3 | 11.6 | -1.2 | 1.3
O=C(COc1ccc(Cl)cc1)NN=C1CCCCCCC1 | 8.6 | -9.0 | 1.4 | 0.3 | -1.2 | 1.5 | 5.7 | -20.1 | 4.6 | 1.9
CCC(Sc1nnnn1-c1ccccc1)C(=O)Nc1nc2ccccc2s1 (centres undefined) | 35.8 | 8.5 | 0.9 | -0.2 | -2.1 | 4.0 | 15.4 | -35.3 | 5.0 | 0.3
COc1ccc(N2CCN(c3nc4c(C)cccn4c(=O)c3/C=C(\C#N)C(N)=O)CC2)cc1 | 51.3 | -1.8 | 0.0 | -4.1 | -1.6 | 5.0 | 5.1 | -12.7 | 4.0 | 0.3
Cc1ccc(Cn2ncc(C)c2N)o1 | 17.4 | 30.1 | 3.1 | -0.3 | -0.7 | 3.9 | 3.9 | -1.6 | 3.6 | -4.8
CC(C)c1ccccc1OCC(=O)Nc1ccccc1C(=O)N1CCOCC1 | 21.0 | 18.1 | 1.9 | -0.4 | -1.2 | 3.1 | 2.9 | -18.4 | -2.5 | -0.2
O=C(Nc1ccccc1O)c1cccc(NC(=O)c2ccco2)c1 | . | 31.1 | 0.6 | 0.9 | -1.0 | 13.2 | -36.8 | -10.4 | -0.3 | .
CC(C)Oc1ccc(C2CC(=O)NC2=O)cc1 (centres undefined) | 14.8 | -6.5 | 3.7 | -0.3 | 0.3 | 2.0 | 2.2 | -27.7 | 0.6 | 0.3
Cc1ccc(C)c(OCc2cc(C(=O)N3C[C@@H](C)O[C@@H](C)C3)no2)c1 | 24.7 | 40.4 | -1.2 | 2.7 | -1.8 | 28.5 | -130.8 | -123.1 | -4.0 | 1.7
CCC(=O)c1cn(CC(=O)Nc2ccccc2F)c2ccccc12 | 12.8 | 1.3 | 1.8 | -15.8 | -4.3 | -1.2 | -6.0 | -12.2 | -4.7 | -0.5
Cc1cc(C)n(CCCNC(=O)c2ccc(C)c(S(=O)(=O)N3CCOCC3)c2)n1 | 2.2 | 0.1 | . | -0.2 | -1.4 | 0.3 | 8.9 | . | . | -0.7
Cc1ccc2oc(C(=O)N3CCN(CC(=O)NC(C)C)CC3)c(C)c2c1 | -3.0 | 14.6 | -7.3 | 1.9 | . | -4.0 | -1.4 | -13.2 | 3.1 | 2.1

Part of the list above in a different format.
structure	AI-2 QS mod	HSF1 activator	IEC-6 tox	HIF activator	GSK3A inh	HSF1 inh	aSyn UTR inh	KLF5 inhibitor	HSP90 inh	GSK3beta inhib
CC(C)Oc1ccc(C2CC(=O)NC2=O)cc1 (centres undefined)	14.8	-6.5	3.7	-0.3	0.3	2.0	2.2	-27.7	0.6	0.3
Cc1ccc(C)c(OCc2cc(C(=O)N3C[C@@H](C)O[C@@H](C)C3)no2)c1	24.7	40.4	-1.2	2.7	-1.8	28.5	-130.8	-123.1	-4.0	1.7

Other entries follow.
SMILES | AI-2 QS mod | HSF1 activator | IEC-6 tox | HIF activator | GSK3A inh | HSF1 inh | aSyn UTR inh | KLF5 inhibitor | HSP90 inh | GSK3beta inhib
O=C(CSc1nnc2sc3ccccc3n12)NCc1ccc2c(c1)OCO2 | 19.0 | 16.2 | . | 0.2 | -2.8 | 2.2 | 17.1 | . | . | 2.8
Cc1ccc(-c2nc3ncccc3o2)cc1NC(=O)c1ccccc1 | 21.0 | -1.5 | 7.8 | -1.0 | -2.0 | 3.5 | 6.0 | -22.2 | 5.0 | 7.7
Cc1nnc(NCc2ccncc2)c2ccccc12 | -15.4 | -0.3 | 8.9 | -1.0 | 8.5 | -5.0 | -30.9 | -3.5 | 7.9 | 0.1
Oc1oc(-c2ccccc2)nc1C=Nc1ccccc1 | 10.6 | 15.2 | 4.0 | 2.1 | -2.8 | 26.4 | -27.5 | -23.2 | -4.0 | 4.9
CC1CCCCN1C(=O)c1c(Cl)cnn1C (centres undefined) | 24.9 | . | 3.5 | . | . | . | . | -13.5 | -2.4 | 0.7
Cc1ccc(NC(=O)COC(=O)C2CC(=O)N(Cc3ccccc3)C2)cc1F (centres undefined) | 23.6 | 5.8 | 2.3 | -0.9 | -2.1 | -3.6 | 13.9 | -22.4 | -0.9 | 1.4
O=C(c1ccc(-n2cnnn2)cc1)N1CCCCC1 | 28.8 | 1.0 | -3.9 | -0.9 | 4.8 | -5.0 | -11.6 | -2.5 | 2.8 | -4.4
O=c1c2ccccc2c(C=Nc2cccc(S(=O)(=O)NCc3ccco3)c2)c(O)n1-c1ccc(Cl)cn1 | 30.3 | -1.8 | -6.3 | -0.4 | -2.1 | -1.7 | 14.9 | -19.1 | -3.3 | -0.5
Cc1ccc(N(CC(=O)Nc2cc(Cl)ccc2Oc2ccccc2)S(C)(=O)=O)cc1C | 49.0 | 19.2 | 8.4 | -0.5 | -0.9 | 10.6 | 24.4 | -5.9 | 5.5 | 1.5
COc1ccc2[nH]cc(C(=O)CN3CCCCC3)c2c1 | 10.2 | 4.9 | -0.6 | -0.5 | -1.8 | -1.1 | -0.8 | -8.6 | -1.2 | 1.3
O=[N+]([O-])c1cccc(/C=N/Nc2nc(N3CCCCC3)nc(N3CCCCC3)n2)c1 | 27.5 | 22.8 | 3.8 | 0.2 | -3.3 | -1.0 | 3.1 | -15.6 | -1.7 | -0.9
O=C(NCCCn1ccnc1)c1cc2ccccc2o1 | 6.6 | -0.6 | 4.3 | 0.0 | -3.8 | 6.7 | -0.1 | -15.1 | -1.6 | 1.8
O=C1NC(=O)C(Cc2cccc(Oc3ccccc3)c2)S1 (centres undefined) | 39.8 | 22.3 | -2.7 | 0.2 | -5.7 | 2.5 | -29.0 | -14.6 | -0.1 | 3.0
Cc1cccc(N2CCN(C(=O)NC3CCCCC3)CC2C)c1 (centres undefined) | 13.1 | 4.5 | -2.8 | -0.1 | -1.7 | -3.9 | 0.2 | -1.5 | 0.1 | -2.2
CO/N=C(/CNC(=O)c1ccccc1Cl)c1ccc(Cl)cc1 | 9.5 | 8.4 | -2.5 | 0.2 | -0.3 | 4.7 | -6.7 | -13.2 | 0.6 | 0.0
O=C(Nc1ccccc1)C1CC(=O)N(C2CCCCC2)C1 (centres undefined) | 45.7 | . | 1.5 | . | 1.6 | . | . | -18.6 | -2.8 | 2.1
O=C(CCc1ccccc1)NNC(=O)Cc1ccc(Cl)cc1 | 17.8 | 2.0 | 5.2 | -0.2 | -0.6 | 3.5 | 19.6 | 2.6 | 4.4 | 0.6
CCC(=O)c1cc(F)c(N2CCN(S(=O)(=O)c3ccccc3)CC2)cc1C | 15.0 | -0.9 | -1.6 | -0.2 | -2.1 | -6.9 | 27.8 | 11.8 | -3.2 | -2.9
CCc1cc(C(=O)NNC(=S)NCc2ccccc2)cs1 | 24.1 | 4.0 | 0.2 | 1.0 | -0.7 | 11.3 | 6.6 | -36.2 | -4.5 | -3.3
O=C(Nc1ccncc1)c1cncc(Br)c1 | 8.2 | -7.9 | 3.8 | 0.4 | 24.9 | -15.6 | -0.3 | -22.2 | 2.7 | 1.0
CN(Cc1ccccc1C#N)S(=O)(=O)c1cccs1 | 20.9 | 0.6 | 3.5 | 1.7 | 0.5 | -2.4 | -0.6 | 2.0 | -1.5 | -0.2
COc1ccc(CNCCC(c2ccccc2)c2ccc3c(c2)OCO3)cc1 (centres undefined) | 21.7 | 3.7 | 4.2 | -1.1 | 2.7 | 6.7 | 11.1 | -3.9 | 0.3 | 0.3
CC(CC(=O)Nc1ccc(F)cc1F)S(=O)(=O)c1ccc2c(c1)NC(=O)CO2 (centres undefined) | 9.7 | 9.7 | 3.6 | -0.2 | -1.8 | 0.3 | 30.5 | -22.3 | -2.2 | -6.8
O=C(N=Nc1c(O)[nH]c2ccccc12)c1cc(NS(=O)(=O)c2cccs2)cc(NS(=O)(=O)c2cccs2)c1 | 9.3 | -12.5 | 1.2 | -0.2 | 0.0 | 3.3 | -4.5 | -14.9 | -1.5 | -3.1
O=S(=O)(Nc1cccc(-c2cn3c(n2)SCC3)c1)c1ccc(F)cc1F | 35.9 | 15.0 | 5.8 | -0.5 | 4.9 | 6.4 | -1.3 | -16.2 | 3.7 | 0.4
COCCNC(=S)N1CCN(C)CC1 | 19.5 | -0.9 | 1.9 | -0.4 | -0.6 | -4.8 | -11.6 | -14.7 | 1.7 | 2.6
O=C(CC1C(=O)NCCN1C(=O)Nc1ccccc1)Nc1cc(Cl)ccc1Cl (centres undefined) | 10.3 | -6.8 | 3.8 | 0.5 | -0.1 | -3.1 | 0.8 | -19.3 | -1.7 | 1.8
CCOc1cc(C)nc(N2CCC(C(=O)Nc3ccccc3OCC)CC2)n1 | -7.4 | 8.7 | -3.2 | -0.3 | -1.2 | -1.2 | 21.1 | 6.2 | -1.3 | -4.4
O=C(COC(=O)COc1ccccc1)NC1CCCc2ccccc21 (centres undefined) | 21.0 | . | 1.2 | -0.4 | -3.7 | . | 19.1 | -11.8 | 5.7 | 1.2
Cc1nc(C(=O)N2CCCC(Nc3ccc(C)c(C)c3)C2)cs1 (centres undefined) | 15.8 | 0.9 | 0.9 | -0.7 | -1.6 | -4.7 | -2.1 | -29.3 | -4.7 | -1.1
CC1=CC(=C(C#N)C#N)c2ccccc2N1C | 0.1 | 0.0 | -1.0 | 0.6 | -0.6 | -5.3 | 29.1 | -22.9 | -0.6 | 1.0
O=C(Nc1ccc(S(=O)(=O)C(F)F)cc1)c1ccc2c(=O)n3c(nc2c1)CCC3 | 42.6 | 1.2 | . | -20.7 | 0.7 | -3.2 | 2.6 | . | . | -3.4
COC(=O)c1ccc(S(=O)(=O)NC(C)(C)C)n1C | 22.7 | 3.0 | 7.5 | -0.4 | 0.7 | -6.7 | -3.8 | 14.3 | 3.9 | 2.1
COc1ccc(S(=O)(=O)N(C)CC(=O)Nc2ccccc2C(F)(F)F)cc1Cl | 16.6 | 2.1 | -2.7 | 0.2 | 1.0 | -3.7 | 22.2 | -3.4 | 6.0 | -0.1
COc1ccc(NC(=O)c2ccccc2Oc2ccccc2)c(OC)c1 | 8.0 | -4.8 | -3.2 | -0.8 | 1.5 | -4.5 | 42.1 | -21.5 | -4.2 | 1.1
CSCCC(NC(=O)c1ccc(Cl)cc1)C(=O)OCC(=O)c1ccc[nH]1 (centres undefined) | 33.7 | 16.2 | -7.6 | 2.2 | 0.3 | 6.7 | -4.9 | -1.7 | 2.3 | 0.4
COc1ccc(C(=O)NNC(=O)Cc2ccc([N+](=O)[O-])cc2)cc1 | 2.4 | 29.7 | -2.2 | 0.1 | -2.5 | -4.8 | -13.7 | -16.6 | 0.3 | -2.7
COC(=O)Cc1ccc(NC(=O)c2ccc(Br)o2)cc1 | 8.7 | 8.5 | 0.0 | 1.4 | 8.4 | 11.9 | -152.8 | -189.5 | -1.3 | -0.7
CC(=O)N1c2ccccc2CCc2ccc([N+](=O)[O-])cc21 | 36.5 | 47.2 | 5.1 | -8.5 | 13.8 | 16.0 | -2.6 | -24.7 | 4.8 | 2.2

Source: PubChem BioAssay
